# Assay outcomes from PubChem.
# RTF Ca sens inh: cardiac RTF calcium desensitization; P19429+P45379; IANBD-labeled cardiac RTF, Ca2+ fluorescence; inhibition, % at 7.15 µM; 0.12% of 340,000 active; AID 493244;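 active = inhibition above the mean inhibition of all tested compounds plus 3 SD, cut at about 17% in these data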;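 note: assay run at fixed EC70 calcium of 1.6 mM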
# CAL PDZ FP-1: inhibitors of human CAL PDZ peptide binding | purified CAL PDZ, TMR-peptide fluorescence polarization, 1 h | AID 602252 | Q9HD26 | 0.92% of 300,000 active | inhibition, % at 24.9 µM;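 active = mean inhibition of at least 30% with at least half of replicates also reaching 30%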;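 note: 0% = DMSO neutral control and 100% = excess unlabeled competitor peptide PRC23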
# SR-BI DiI-HDL act: SR-BI HDL lipid transfer activation; CHO ldlA[mSR-BI] cells, DiI-HDL uptake fluorescence, 3 h; 100 = double the neutral-control signal; activation, % at 12.5 µM; 0.096% of 320,000 active; AID 504775;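 active = mean replicate activation of at least 60% and every replicate at or above 60%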;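 note: 0% = median plate neutral-control signal and 100% = twice that signal; values of inactives mirror those of a sister screen read the other way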
#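 system = CHO ldlA[mSR-BI] cells, LDL receptor-null, SR-BI overexpressing | medium = Ham's F12 with 0.5% BSA, HEPES 25 mM, pH 7.4 | probe or stimulus = DiI-HDL 10 µg/mL | compound dosing = single-point compound dose | incubation = compound exposure 3 h, 37 °C | technique = DiI fluorescence, bottom read | read-out = cell-associated DiI fluorescence as measure of HDL uptake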
# Keap1-Nrf2 PPI: Keap1-Nrf2 (human) interaction inhibition | Keap1 Kelch-Nrf2 peptide fluorescence polarization, 1536-well | AID 504523 | inhibition, % at 9.4 µM | 0.15% of 340,000 active; in the data active = inhibition above about 12%;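 note: human Keap1 Kelch domain with fluorescein labeled Nrf2 9mer peptide probe; 0% = neutral control wells and 100% = peptide positive control; higher means more block of Keap1 binding to Nrf2 peptide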
# CAL PDZ FP-2: inhibitors of human CAL PDZ peptide binding. 0.02% of 330,000 active. inhibition, % at 20 µM. purified CAL PDZ, TMR-peptide fluorescence polarization, 1 h. Q9HD26. AID 504414;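 active = highest replicate inhibition of at least 40%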;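 note: plate controls were DMSO neutral control wells for no effect and unlabeled competitor peptide control wells for full effect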
#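 Material: tagged CAL PDZ domain; buffer or medium: 25 mM sodium phosphate pH 7.4, 150 mM NaCl, TCEP, IgG, Thesit; compound dosing: single point, 20 µM; schedule: 1 h incubation at room temperature before polarization reading; measured by: FP readout, S and P plane fluorescence; read-out basis: percent inhibition from loss of millipolarization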
# RTF Ca sens act: increases calcium sensitivity of human cardiac regulated thin filaments; P19429+P45379; IANBD-labeled TnC RTF fluorescence at EC20 calcium; 0% EC20 calcium, 100% full calcium; activation, % at 7.2 µM; 0.24% of 340,000 active; AID 493008;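 active = activation above the mean over all tested compounds plus 3 SD, cut at about 30% in these data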;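 note: rise in fluorescence read as greater calcium sensitivity of cardiac thin filaments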
# PKA-R2B act: PKA-R2B complex activation; P22694+P31323; PKA-R2B holoenzyme dissociation, Cy5-IP20 fluorescence polarization; R2B truncated from residue 108, S112A mutant; 0% DMSO only, 100% 113 µM cGMP; activation, % at 11.4 µM; 0.079% of 340,000 active; AID 504700;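 active = activation above a cutoff set at the mean over all compounds plus 3 SD, cut at about 18% in these data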;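 note: higher means more holoenzyme dissociation and a rise in polarization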
# Rtt109 HAT inh: C. albicans Rtt109 histone acetyltransferase inhibition. Q5AAJ8. purified Rtt109/Vps75, ThioGlo CoA-SH fluorescence, 4 h. inhibition, % at 34.9 µM. 0.16% of 330,000 active;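 active = inhibition of at least 50% in every replicate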
# Target sequence (Q5AAJ8 whole entry, looked up): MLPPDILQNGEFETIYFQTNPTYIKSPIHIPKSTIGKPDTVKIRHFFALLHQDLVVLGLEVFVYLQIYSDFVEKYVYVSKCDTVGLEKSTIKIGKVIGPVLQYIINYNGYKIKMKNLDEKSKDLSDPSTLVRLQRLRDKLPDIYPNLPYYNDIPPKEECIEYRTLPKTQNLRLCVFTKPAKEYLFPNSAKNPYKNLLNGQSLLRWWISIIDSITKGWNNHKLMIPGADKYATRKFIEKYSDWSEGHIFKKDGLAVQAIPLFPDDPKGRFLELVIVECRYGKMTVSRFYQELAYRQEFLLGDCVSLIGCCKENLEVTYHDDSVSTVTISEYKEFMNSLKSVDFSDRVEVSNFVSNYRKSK
# DAGLB inhibitor: diacylglycerol lipase beta (human) inhibition; AID 504411; HEK293T DAGLB membrane lysate, EnzChek fluorogenic substrate; Q8NCG7; inhibition, % at 5.17 µM; 0.059% of 340,000 active; in the data active = inhibition above about 34%;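 note: 0% = enzyme with vehicle and 100% = wells lacking enzyme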
# Target sequence (Q8NCG7 whole entry, looked up): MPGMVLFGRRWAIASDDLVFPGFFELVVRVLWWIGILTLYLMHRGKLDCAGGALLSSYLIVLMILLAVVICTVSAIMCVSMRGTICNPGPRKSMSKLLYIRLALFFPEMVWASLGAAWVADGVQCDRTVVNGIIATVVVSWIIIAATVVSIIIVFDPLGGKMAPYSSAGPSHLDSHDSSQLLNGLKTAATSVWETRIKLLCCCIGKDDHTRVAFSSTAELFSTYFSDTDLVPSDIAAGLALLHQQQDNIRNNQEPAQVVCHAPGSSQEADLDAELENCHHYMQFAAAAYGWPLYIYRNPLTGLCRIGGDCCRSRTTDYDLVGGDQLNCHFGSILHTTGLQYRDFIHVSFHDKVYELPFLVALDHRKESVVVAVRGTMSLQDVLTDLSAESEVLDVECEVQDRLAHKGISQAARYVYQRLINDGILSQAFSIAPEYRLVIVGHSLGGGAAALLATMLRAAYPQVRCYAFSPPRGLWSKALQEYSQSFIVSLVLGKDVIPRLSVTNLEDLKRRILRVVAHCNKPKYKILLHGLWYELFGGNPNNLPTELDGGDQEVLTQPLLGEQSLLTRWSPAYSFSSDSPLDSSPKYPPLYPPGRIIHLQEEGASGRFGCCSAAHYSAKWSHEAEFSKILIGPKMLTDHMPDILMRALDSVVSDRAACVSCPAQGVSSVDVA
# LANA DNA inh: blocks KSHV LANA C-terminal domain binding to DNA. MBP-C-LANA/FAM-LBS DNA binding, fluorescence polarization. 0.078% of 340,000 active. inhibition, % at 9 µM;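 active = highest replicate inhibition at or above 60% at 9 µM, even if other replicates fall short; inactive = all replicates below 60% inhibition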;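 note: 0% = neutral control wells and 100% = 4 µM acridine orange control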
# Starred values were filed as active, the others as inactive; x = not tested or not shown.
SMILES,RTF Ca sens inh,CAL PDZ FP-1,SR-BI DiI-HDL act,Keap1-Nrf2 PPI,CAL PDZ FP-2,RTF Ca sens act,PKA-R2B act,Rtt109 HAT inh,DAGLB inhibitor,LANA DNA inh
COc1cccc(CN(CC(=O)NC2CCCC2)C(=O)CCC(=O)Nc2cc(C)on2)c1,-0.3,-6.9,7.1,0.3,-2.6,6.7,-12.2,-3.8,-1.5,0.1
O=S(=O)(NC(=NCc1ccccc1)c1ccc(F)cc1)c1ccc(Cl)cc1,-4.7,x,-3.3,-0.5,0.5,-6.8,3.5,14.6,-1.8,0.5
Cc1ccc(C(=O)NC2(C(F)(F)F)NC(=O)N(c3ccc(Cl)cc3)C2=O)cc1 (centres undefined),-5.9,-2.5,4.2,-4.4,-0.7,2.2,-16.9,2.4,-10.9,0.6
O=S(=O)(Nc1nc2ccccc2[nH]1)c1ccc2ccccc2c1,3.8,-0.9,5.0,5.5,-0.9,1.6,-2.4,2.4,-0.6,-0.8
CCN(CC1COc2ccccc2O1)C(=S)NCCCN(C)C (centres undefined),-7.7,1.2,4.5,-5.5,-2.9,5.2,-2.4,2.3,1.5,-1.2
Cc1ccc(C2=N/C(=C\N(C)C)C(=O)O2)cc1,-0.8,2.0,7.5,-1.8,-0.1,1.9,-0.6,3.5,0.3,2.0
C=CCn1c2ccccc2c2nnc(SCC(=O)OCN3C(=O)c4ccccc4C3=O)nc21,-15.8,-2.0,13.0,4.5,x,-17.6,-8.4,2.6,1.6,-2.1
O=S(=O)(c1ccc(=S)[nH]c1)N1CCCCC1,0.7,x,4.4,1.6,-0.1,-0.6,-12.5,1.1,-0.9,0.8
CS(=O)(=O)N(CC(=O)N1CCCCCC1)c1cccc(F)c1,3.4,x,3.9,-1.5,-0.9,-0.3,-6.2,-2.4,-1.3,-0.6
CN(C)c1ccc(/C=C2/C=C(c3ccc4c(c3)CCCC4)OC2=O)cc1,-2.2,-6.7,x,3.9,0.1,-0.7,-3.5,4.2,0.5,0.4

# An excerpt from above in order of length of the SMILES, lowest first.
SMILES,RTF Ca sens inh,CAL PDZ FP-1,SR-BI DiI-HDL act,Keap1-Nrf2 PPI,CAL PDZ FP-2,RTF Ca sens act,PKA-R2B act,Rtt109 HAT inh,DAGLB inhibitor,LANA DNA inh
Cc1ccc(C2=N/C(=C\N(C)C)C(=O)O2)cc1,-0.8,2.0,7.5,-1.8,-0.1,1.9,-0.6,3.5,0.3,2.0
O=S(=O)(NC(=NCc1ccccc1)c1ccc(F)cc1)c1ccc(Cl)cc1,-4.7,x,-3.3,-0.5,0.5,-6.8,3.5,14.6,-1.8,0.5
C=CCn1c2ccccc2c2nnc(SCC(=O)OCN3C(=O)c4ccccc4C3=O)nc21,-15.8,-2.0,13.0,4.5,x,-17.6,-8.4,2.6,1.6,-2.1

# Continuation.
SMILES,RTF Ca sens inh,CAL PDZ FP-1,SR-BI DiI-HDL act,Keap1-Nrf2 PPI,CAL PDZ FP-2,RTF Ca sens act,PKA-R2B act,Rtt109 HAT inh,DAGLB inhibitor,LANA DNA inh
C[C@H]1CCC[C@]2(O[C@H](CCO)C[C@@H](O)[C@@H]2O)O1,-8.1,-2.8,-3.6,1.2,0.5,2.8,-2.4,-14.7,2.3,2.4
Cc1ccc(S(=O)(=O)N2CCC(C(=O)NCCc3ccccc3)CC2)cc1,-7.3,x,4.3,-2.4,0.0,3.3,-2.5,-2.4,-1.0,-0.3
O=C(COc1ccc(F)cc1)NCC1CCCO1 (centres undefined),-3.3,-3.6,9.4,4.5,0.0,-4.2,4.6,-5.0,2.1,1.2
Cc1ccc(S(=O)(=O)c2cc3c(=O)n4ccccc4nc3n(C)c2=N)cc1,-2.4,x,7.6,2.0,-3.5,-0.6,-9.7,-37.2,-0.7,0.7
Cc1cc(-c2cccs2)c(C#N)c(=S)[nH]1,-1.0,x,-33.9,3.8,-0.7,2.9,-3.9,-10.9,-1.3,-4.5
CCCC1CCC(c2nc(-c3cccnc3)no2)CC1 (centres undefined),-10.3,-2.7,21.5,-2.2,-1.3,5.1,3.4,-5.5,-3.3,0.5
CC(C)OCCCn1c(-c2ccc(Br)cc2)c[nH]c1=S,4.5,0.8,-14.5,0.4,-2.5,1.7,-10.7,13.5,0.2,2.4
CCCCNC(=O)c1cnc2n(c1=O)CCS2,-6.6,-0.2,4.1,-7.6,-2.0,-6.6,-10.9,-4.0,1.2,1.5
CCC(Oc1ccccc1)C(=O)Nc1ccc(S(=O)(=O)NCC2CCCO2)cc1 (centres undefined),-8.4,x,-26.1,2.5,-0.6,-4.2,-0.6,2.3,0.1,1.0
Cc1ccc(S(=O)(=O)N(C)C)cc1NC(=O)C(C)OC(=O)C1CCCCC1 (centres undefined),-11.1,-1.6,5.0,-1.9,0.0,-6.0,-13.8,-14.4,-0.6,1.6
COc1ccc(-c2nn(-c3ccccc3)cc2C(=O)Nc2cccc(C(=O)O)c2)cc1[N+](=O)[O-],-5.1,x,-11.9,-3.7,-1.0,2.8,0.9,-0.1,0.4,0.8
CCN1C(=O)[C@H]2[C@@H](c3ccc(C)cc3)N3C(=O)N(c4cccc(Br)c4)C(=O)[C@@]3(Cc3ccccc3)[C@H]2C1=O,-24.9,6.4,11.3,-6.6,-0.3,-6.3,-5.9,1.7,-5.8,0.8
CN(C)S(=O)(=O)N1C(=O)c2ccccc2C1=O,-9.6,-3.9,-6.1,3.2,x,-1.7,7.9,-3.4,-1.7,-0.3
O=S1(=O)N=C(N(CCO)/N=C/c2ccc(Cl)cc2)c2ccccc21,0.2,26.3,-17.4,-1.5,-0.2,-2.5,-2.7,-37.6,-0.8,2.1
CCOC(=O)c1cc2c(N)c(C(=O)c3ccc(Br)cc3)sc2[nH]c1=O,1.0,x,x,0.1,-1.2,0.8,-2.2,-7.9,0.8,1.2
COc1nccnc1NS(=O)(=O)c1ccc(NS(=O)(=O)c2ccc(NC(C)=O)cc2)cc1,6.9,-0.3,1.5,0.0,-2.4,3.0,9.5,x,1.3,0.6
COc1cc2c(cc1OC)C(C1C(=O)CC(C)(C)CC1=O)N(C(=O)CCl)CC2 (centres undefined),0.6,6.9,3.2,-0.2,-2.3,-4.3,9.1,-4.6,1.0,1.8
Cc1ccnc2nc(C(=O)OCC(=O)Nc3ccc4c(c3)OCCO4)nn12,-8.1,-9.8,3.0,-7.1,0.6,13.7,-4.6,7.2,0.9,0.1
O=C(CSc1nnc2ccccn12)NCCc1ccc(F)cc1,2.2,-5.9,-8.3,3.2,-2.2,3.9,15.3,2.3,-2.9,-1.2
Cc1cc(C)cc(NC(=O)Nc2ccccc2N2CCCCC2)c1,-2.7,-3.9,-16.7,-8.6,0.9,12.6,-7.5,-9.0,-3.0,-1.2
COc1cccc2cc(C(=O)N3CC(C)OC(C)C3)c(=O)oc12 (centres undefined),-3.6,-2.2,27.6,-2.8,1.6,-13.0,-5.5,-7.6,-3.1,-2.3
CCN(CC(=O)Nc1c(F)cccc1F)C(=O)c1ccc(S(=O)(=O)N2CCCCC2)cc1,-6.8,-3.3,-1.9,-2.0,-1.8,10.1,-12.4,-1.8,-0.8,2.6
COC(=O)N/N=C/c1c(C)c(C(=O)c2ccc(F)cc2)n2ccccc12,-3.1,-3.0,-56.4,3.4,-1.3,-17.2,-5.9,-6.3,1.8,5.1
CCOC(=O)c1nn(-c2ccc(C)cc2)c2nc(Nc3ccccc3)cc(=O)n12,-4.1,-2.6,-15.7,-8.2,-0.4,4.5,1.7,-3.5,-6.9,0.0
C=CCN(c1ccccc1)S(=O)(=O)c1ccc2c(c1)NC(=O)C(C)C(=O)N2 (centres undefined),-8.2,x,18.6,1.0,0.3,2.1,1.5,12.1,-7.2,-1.3
Cc1ccc(Sc2ncccc2C(=O)N(C)Cc2cccs2)c(C)c1,4.3,-3.9,-34.0,-0.7,-0.5,-7.1,-5.2,-11.9,-2.8,-1.3
Cc1cc(NC(=O)CSc2nc(-c3ccccc3)nc3c2c(=O)n(C)c(=O)n3C)no1,-3.9,-0.6,-5.9,-1.4,-0.4,8.4,0.3,-1.2,-1.2,-1.0
CN(CC(=O)NCc1cccnc1)S(=O)(=O)c1ccc(F)cc1,8.9,1.7,5.8,1.4,-2.0,-3.1,-2.8,12.7,-3.5,0.8
CSc1ccccc1NC(=O)COc1ccc(Cl)cc1,-0.7,-5.2,-7.6,1.1,-1.1,0.9,7.3,-3.3,-22.8,-0.1
Cc1nc2ccccc2nc1N1CCCCC1,-10.9,-2.9,15.2,-5.1,0.7,-5.0,-8.2,-1.4,-6.2,2.1
CN(C)N1C(N)=C(C#N)C(c2cccs2)C2=C1CCCC2=O (centres undefined),-3.6,-7.0,10.6,-0.3,x,-0.9,6.9,0.6,1.1,1.4
O=C1C=C(NCc2ccco2)C2(CCCCC2)O1,-1.7,-4.3,-11.9,-1.0,-1.9,-2.1,2.2,-9.0,-0.2,0.4
CN(C)/C=C/C(=O)c1ccc(Cl)c([N+](=O)[O-])c1,3.9,1.5,-0.1,-1.5,x,4.5,-3.7,3.3,5.2,-0.6
O=c1cc(CN2CCN(c3ccc(F)cc3)CC2)c2cc3c(cc2o1)CCCC3,-4.8,-0.7,-70.9,-1.5,x,-1.3,-5.8,2.4,-3.4,-2.1
COc1cccc(C(=O)Nc2cccc(OCC(=O)O)c2)c1,-6.3,-0.5,12.4,1.4,-0.4,-0.3,7.9,-5.2,-1.4,-1.2
COc1cc(C2NC(=S)NC(C)=C2C(=O)c2ccccc2)ccc1O (centres undefined),2.0,-4.7,8.1,-5.8,0.7,9.2,-7.7,10.9,1.6,-0.3
c1ccc(N=P(N2CCOCC2)(N2CCOCC2)N2CCOCC2)cc1,-15.5,0.1,10.0,1.1,-3.6,4.2,5.6,-4.8,-3.5,0.8
COc1cccc(NC(=O)NC2(C(F)(F)F)Oc3ccccc3O2)c1,11.8,-2.4,-9.6,0.3,-1.5,-4.0,-11.3,-10.4,-2.8,2.7
COc1ccc(N2CCN(c3nc(C)c(C)c(=O)[nH]3)CC2)cc1,-7.5,0.5,2.1,-3.4,-0.1,0.4,-7.2,-3.5,-1.8,0.1
CC1(c2ccccc2)NC(=O)N(CC(=O)NCC2CCCO2)C1=O (centres undefined),3.8,-0.8,13.7,4.8,0.1,-1.6,-2.0,-7.6,-1.2,-2.5
COc1cccc(C(=O)COC(=O)COc2c(C)cc(C)cc2C)c1,-17.5,x,8.9,3.5,0.4,-0.8,-13.0,2.9,-9.6,0.4
CCS(=O)(=O)N1Cc2ccccc2CC1C(=O)Nc1ccc(OC)c(OC)c1 (centres undefined),-13.6,x,-3.2,-6.6,-0.3,7.8,-3.7,-4.9,1.8,-0.2
COc1ccc(CC(=O)n2[nH]c(=O)c3ccccc3c2=O)cc1OC,-4.0,-4.0,23.5,1.7,0.3,-2.5,-0.7,-1.8,-2.3,-0.6
CCCCN(CC)CCNc1c(NC2CCN(C(=O)OCC)CC2)c(=O)c1=O,-1.7,x,2.2,-1.0,-1.1,-4.0,-3.8,-20.0,2.5,-0.7
